Bioassay records deposited in PubChem by several laboratories.
KOR beta-arrestin-1: kappa opioid receptor activators – cell-based, luminescence, uHTS, primary screen (AID 1777); KOR beta-arrestin recruitment, luminescence; higher % means a stronger effect; actives 0.02% (n = 280,000); activation, % at 10 µM, or EC50 in µM where a hit was titrated; in the data active = activation above about 50%, passing the limit was not always enough; note: a part of the inactive calls stands beside numbers as strong as those of hits
KOR beta-arrestin-2: kappa opioid receptor blockers – cell-based, luminescence, uHTS (AID 1778); actives 0.091% (n = 290,000); KOR beta-arrestin recruitment, luminescence, antagonist mode; higher % means a stronger effect; inhibition, % at 10 µM; hits with a dose series show IC50 in µM; in the data active = inhibition above about 50%; note: strong numbers were not always called active
GPR55 antagonists: inhibition of LPI-stimulated GPR55 beta-arrestin translocation – imaging, U2OS, beta-arrestin-GFP, LPI agonist, primary screen (AID 2013). inhibition, % at 10 µM; hits with a dose series show IC50 in µM. actives 0.13% (n = 290,000). U2OS GPR55 beta-arrestin-GFP translocation imaging, LPI antagonism; higher % means a stronger effect;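 active = spots per cell inhibited over 60%, with over 100 cells counted and total cytoplasm intensity under 500,000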;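 note: U2OS cells stably carrying GPR55 and arrestin-GFP stimulated by 5 µM LPI near EC80; imaged beta-arrestin-GFP aggregate spots per cell after agonist stimulation; plate controls were LPI-stimulated DMSO wells for no effect and DMSO wells without LPI for full effect; some results filed as inactive read as strong as hits; confirmed hits need IC50 under 10 µM and bright autofluorescent wells are also inconclusive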
GPR55 beta-arrestin: GPR55 agonists via beta-arrestin recruitment, primary screen, imaging, U2OS cells, beta-arrestin-GFP redistribution (AID 1961). U2OS GPR55 beta-arrestin-GFP redistribution imaging; higher % means a stronger effect. activation, % at 10 µM; hits with a dose series show EC50 in µM. actives 0.048% (n = 290,000);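 active = activation above 40% with more than 50 cells counted in the well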;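 note: U2OS osteosarcoma cells stably expressing GPR55 and beta-arrestin-GFP; plate controls were DMSO negative control for no effect and LPI positive control for full effect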
West Nile antiviral: West Nile virus antiviral activity, cell-based, CPE readout (AID 1621) | West Nile virus-infected cells, CPE inhibition; higher % means a stronger effect | CPE inhibition, % at 10 µM, or IC50 in µM where a hit was titrated | actives 0.02% (n = 290,000); in the data active = a potency from the dose series; note: strong numbers were not always called active
GPR35 arrestin U2OS: GPR35 antagonists blocking zaprinast-driven arrestin recruitment, primary screen, imaging, U2OS, beta-arrestin-GFP, zaprinast agonist (AID 2058). one-dose inhibition, % at 10 µM; IC50 in µM for titrated hits. actives 0.052% (n = 290,000). U2OS GPR35 beta-arrestin-GFP translocation imaging, zaprinast antagonism; higher % means a stronger effect;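 active = inhibition of at least 50% with at least 30 cells and total cytoplasm GFP at most 10,000,000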
NTR1 ag: agonists of NTR1, primary screen, imaging, U2OS cells, beta-arrestin-GFP, high content (AID 493036); P30989; NTR1-U2OS beta-arrestin-GFP spot imaging, agonist mode; activation, % at 20 µM; actives 0.17% (n = 330,000);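 active = activation at or above 40% of the spot to cytoplasm intensity ratio, with at least 20 cells analyzed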;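 note: 0% = DMSO without peptide and 100% = 100 nM NTR1 peptide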
Target sequence (P30989 whole entry, looked up): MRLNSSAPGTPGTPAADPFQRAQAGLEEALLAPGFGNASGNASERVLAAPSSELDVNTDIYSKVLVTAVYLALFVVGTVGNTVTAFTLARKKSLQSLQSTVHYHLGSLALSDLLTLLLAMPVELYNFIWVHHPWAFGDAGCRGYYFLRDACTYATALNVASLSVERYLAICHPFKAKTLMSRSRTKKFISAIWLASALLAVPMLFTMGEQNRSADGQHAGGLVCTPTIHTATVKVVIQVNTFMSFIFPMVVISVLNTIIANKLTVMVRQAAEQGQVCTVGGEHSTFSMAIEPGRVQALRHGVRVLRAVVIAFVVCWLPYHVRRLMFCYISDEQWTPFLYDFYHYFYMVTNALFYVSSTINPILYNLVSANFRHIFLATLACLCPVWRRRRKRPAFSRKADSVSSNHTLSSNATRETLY
PhoP inhibition: inhibitors of PhoP regulon expression, primary screen, Salmonella Typhimurium, GFP reporter (AID 1863); inhibition, % at 50 µM; hits with a dose series show IC50 in µM; actives 0.16% (n = 300,000); S. Typhimurium PhoP-regulated promoter GFP reporter, 4 h; higher % means a stronger effect;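 active = inhibition over 29.93%, a cutoff 3 SD above the screen mean, later confirmed by dose response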;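 note: 0% = low Mg2+ inducing control and 100% = high Mg2+ repressing control; strong numbers were not always called active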
T cell HTS: modulates CD8 T cell binding to vesicles | 2C CD8+ T cell-vesicle binding, flow cytometry; hits give low values | calls only at 7 µM | actives 0.068% (n = 330,000) | AID 2052;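 active = response, share of CD8 T cells binding vesicles, and their 90th percentile fluorescence all below set limits, cut at about 80% in these data, passing the limit was not always enough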
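incubation = binding step 1.5 h, 37 °C, antibody labelling 20 min, ice | test system = 2C mouse CD8+ T cells | read-out basis = percent CD8+ FL2 mean versus row control | controls = Peptide-free naked vesicles (low) and QL9 vesicles with 0.7% DMSO vehicle (high) | detection = flow cytometry of vesicle-bound cells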
T cell HTS vesicle-bound %: recorded beside T cell HTS, whose call it bears; double positive events, %; measured here: CD8+ vesicle-bound cell fraction;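 binding gate set so that unloaded-vesicle control wells show 10% double positive cells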
NTR1 ag cell count 20 µM: second read-out of NTR1 ag, no call of its own (marks repeat the call); cell count; measured here: cell count, cytotoxicity flag
Starred values were filed as active, the others as inactive; i = inactive; / = no result given; & = joins results of further samples; [ ] = another dose, or the depositor's remark.

Sample of the layout:
SMILES	KOR beta-arrestin-1	KOR beta-arrestin-2	GPR55 antagonists	GPR55 beta-arrestin	West Nile antiviral	GPR35 arrestin U2OS	NTR1 ag	NTR1 ag cell count 20 µM	PhoP inhibition	T cell HTS	T cell HTS vesicle-bound %
Cc1ccc2nc(SCCC#N)nc(C)c2c1	1.8%	-27%	-5%	0.0%	0.6%	-8%	0.1	54	9%	i	42
Cc1ccc(-c2nnn(CC(=O)NC3CCCc4ccccc43)n2)cc1 (stereo unspecified)	-2.1%	5%	-1%	-0.1%	0.1%	1%	3.2	77	5%	i	28

The listing, repeating the preview:
SMILES	KOR beta-arrestin-1	KOR beta-arrestin-2	GPR55 antagonists	GPR55 beta-arrestin	West Nile antiviral	GPR35 arrestin U2OS	NTR1 ag	NTR1 ag cell count 20 µM	PhoP inhibition	T cell HTS	T cell HTS vesicle-bound %
Cc1ccc2nc(SCCC#N)nc(C)c2c1	1.8%	-27%	-5%	0.0%	0.6%	-8%	0.1	54	9%	i	42
Cc1ccc(-c2nnn(CC(=O)NC3CCCc4ccccc43)n2)cc1 (stereo unspecified)	-2.1%	5%	-1%	-0.1%	0.1%	1%	3.2	77	5%	i	28
COc1ccc(C(=O)N/N=C\c2coc3ccc(Cl)cc3c2=O)cc1	1.9%	15%	9%	-0.1%	-0.1%	5%	1.0	82	1%	i	67
O=C(O)c1ccc(NS(=O)(=O)/C=C/c2ccccc2)cc1	-6.5%	20%	-4%	-0.1%	0.5%	0%	-0.1	48	-16%	i	56
CCc1ccc(NC(=O)c2nc(S(=O)(=O)Cc3ccccc3)ncc2Cl)cc1	0.4%	14µM*	-10%	-0.2%	-0.1%	-14%	-1.9	61	-14%	i	7
COc1ccc(CCNC(=O)C(=O)NCCOc2ccccc2Cl)cc1OC	8.4%	-7%	12%	0.2%	-0.9%	2%	-0.1	50	5%	i	36
COc1ccccc1-c1cc(C(F)(F)F)nc(N2CCN(c3ccccc3)CC2)n1	-0.8%	-1%	8%	0.0%	0.1%	12%	1.4	91	-1%	i	21
CCCC(=O)NCCc1cc2c(C)ccc(C)c2[nH]c1=O	-1.7%	21%	5%	-0.1%	-0.2%	13%	-2.2	98	21%	i	44
O=C(O)COc1ccc2oc3ccccc3c2c1	-3.6%	-50%[20 µM]	-12%	-0.1%	0.1%	8%	-0.7	103	4%	i	57
C[C@@H](C(=O)Nc1ccc2c(c1)OCO2)n1c(=O)[nH]c2ccccc2c1=O	-7.0%	-7%	-4%	0.2%	-0.3%	14%	2.0	45	4%	i	12
CC(=O)Oc1ccc2cc(-c3nc4ccccc4n3C)c(=O)oc2c1	/	-23%	5%	0.0%	0.1%	8%	-1.5	41	-3%	i	42
CCOc1ccccc1NS(=O)(=O)c1ccc(OC)c(OC)c1	-2.3%	-6%	1%	-0.2%	-0.1%	-4%	-0.7	90	-12%	i	40
COc1ccccc1NC(=O)OC(C)c1ccc(Cl)cc1 (stereo unspecified)	-0.1%	-12%	0%	-0.2%	0.7%	3%	-0.2	50	7%	i	46
Cc1ccc(-n2c(-c3cc(-c4ccco4)[nH]n3)n[nH]c2=S)c(Br)c1	-5.9%	8%	12%	-0.1%	1.6%	2%	0.4	70	-10%	i	40
O=C(Nc1cccc(-c2nc3ccccc3[nH]2)c1)c1ccccn1	-3.0%	-9%	-1%	0.2%	-0.9%	5%	0.5	63	12%	i	9
CC(NC(=O)OC(C)(C)C)C(=O)Oc1cc2oc(=O)cc(-c3ccccc3)c2cc1Cl (stereo unspecified)	-2.5%	-28%	16%	-0.3%	-0.5%	-9%	0.6	50	-3%	i	36
CC(C)(C)n1nnnc1C(c1ccc2ncccc2c1)N1CCSCC1 (stereo unspecified)	-2.2%	29%	11%	0.9%	/	-10%	-0.5	48	-7%	i	13
Cc1ccccc1N(CC(=O)N1CCCC1)S(=O)(=O)c1ccc(Cl)cc1	0.3%	-8%	12%	-0.1%	-1.4%	-2%	-0.3	61	-1%	i	25
c1ccc2c(c1)[nH]c1c(N3CCCC3)ncnc12	-2.7%	30%	2%	-0.1%	-0.4%	-7%	1.2	63	21%	i	40
CCN(CC(=O)Nc1ccc2c(c1)OCCO2)S(=O)(=O)c1cccs1	-4.9%	-34%	-11%	0.0%	0.0%	24%	2.4	59	-6%	i	34
COc1ccc(/C(N)=N/OC(=O)c2cc(-c3ccccc3)nc3ccccc23)cc1	-2.0%	-4%	13%	-0.1%	0.6%	-16%	2.5	77	-5%	i	39
COc1ccc(N(C(=O)c2ccc(Br)o2)C2C=CS(=O)(=O)C2)cc1 (stereo unspecified)	-1.4%	-12%	8%	-0.3%	0.0%	16%	1.1	39	-4%	i	21
CCOC(=O)c1cnn(-c2c(Cc3ccccc3)c(C)nc3c(-c4ccccc4)c(C)nn23)c1N	2.1%	-26%	12%	0.3%	-0.1%	-12%	20	54	5%	i	19
O=C(CSc1nnc(CNC(=O)c2c(F)cccc2F)o1)NCC1CCCO1 (stereo unspecified)	0.7%	5%	-1%	0.0%	0.3%	9%	-1.0	58	-3%	i	9
CCc1cc(C(=O)OC)c(NC(=O)c2ccoc2C)s1	-4.7%	-6%	-10%	-0.1%	-0.2%	11%	2.6	63	2%	i	50
CCOc1cc(N2CCOCC2)c(OCC)cc1NC(=O)COC(=O)[C@@H]1CCCN1S(=O)(=O)c1ccccc1F	2.3%	-10%	-6%	-0.2%	0.8%	-10%	1.4	39	-7%	i	28
CCOC(=O)C(Cc1ccccc1)NC(=O)CCc1nnc2ccc(N3CCCCC3)nn12 (stereo unspecified)	-1.4%	-13%	-3%	0.4%	0.4%	-20%	4.5	63	4%	i	26
CCNC(=O)/C(C#N)=C/c1c(N2CCN(Cc3ccc4c(c3)OCO4)CC2)nc2c(C)cccn2c1=O	-3.7%	17%	42%	0.2%	0.4%	-8%	/	/	-5%	i	42
Cc1nc(N2CCOCC2)c(C#N)c2c1COC(C)(C)C2	-6.2%	-12%	-9%	0.2%	0.3%	-8%	0.5	59	-9%	i	55
CCN(CCCCCCN)c1ccc2c(=O)[nH][nH]c(=O)c2c1	-3.0%	-2%	5%	-0.3%	0.0%	-2%	0.9	50	1%	i	41
Cc1ccc2c(c1)c(C)c(C)n2CC(O)Cn1nc(C)c(Br)c1C (stereo unspecified)	8.3%	1%	-1%	-0.2%	-0.7%	-14%	17	70	9%	i	38
C=CCNC(=O)/C(C#N)=C/c1cn(-c2ccccc2)nc1-c1ccc(OC)c([N+](=O)[O-])c1	-3.4%	-4%	14%	-0.1%	-0.4%	5%	/	/	7%	i	38
Cc1ccccc1COc1ccc(-c2nn[nH]n2)cc1	7.0%	-36%[20 µM]	16%	-0.1%	0.0%	9%	-0.7	70	-2%	i	27
Clc1ccc(Sc2cc(Cl)c(-c3ccccc3)nn2)cc1	8.2%	-14%	21%	0.5%	-0.1%	2%	5.9	39	-7%	i	59
Cn1c(C(=O)NC2CCCCC2)cc2sccc21	2.2%	23%	6%	-0.2%	1.4%	-5%	1.8	65	-13%	i	15
CC1CC(=O)NN=C1c1ccc(N(C)C)c([N+](=O)[O-])c1 (stereo unspecified)	-5.4%	-24%	-10%	0.1%	/	-6%	0.5	48	-5%	i	22

Next part, starting with the last 2 of the part before.
SMILES	KOR beta-arrestin-1	KOR beta-arrestin-2	GPR55 antagonists	GPR55 beta-arrestin	West Nile antiviral	GPR35 arrestin U2OS	NTR1 ag	NTR1 ag cell count 20 µM	PhoP inhibition	T cell HTS	T cell HTS vesicle-bound %
Cn1c(C(=O)NC2CCCCC2)cc2sccc21	2.2%	23%	6%	-0.2%	1.4%	-5%	1.8	65	-13%	i	15
CC1CC(=O)NN=C1c1ccc(N(C)C)c([N+](=O)[O-])c1 (stereo unspecified)	-5.4%	-24%	-10%	0.1%	/	-6%	0.5	48	-5%	i	22
COc1cc(OC)cc(/C(N)=N/O)c1	5.9%	-25%	1%	-0.3%	0.6%	-4%	-0.5	53	-12%	i	35
COc1ccc(S(=O)(=O)N2CC(O)CC2C(=O)OCc2nc3sc(C)c(C)c3c(=O)[nH]2)cc1 (stereo unspecified)	10%	16%	-13%	-0.3%	0.1%	-2%	1.8	56	-2%	i	10
CCN(C(=O)c1cc(Cl)ccc1OC)c1ccccc1C	-1.4%	16%	29%	-0.2%	-0.6%	49%	1.8	44	1%	i	50
COc1ccccc1NC(=O)CCN1CCN(c2ccc(Cl)cc2)CC1	2.0%	-45%[20 µM]	5%	-0.3%	-0.6%	6%	1.4	71	2%	i	52
CN1C2CCC1CC(NC(=O)c1ccc(Cl)cc1)C2 (stereo unspecified)	2.7%	28%	1%	0.0%	0.1%	7%	0.4	60	-3%	i	48
CS(=O)(=O)NCCSCc1c(F)cccc1Cl	-2.6%	7%	3%	0.2%	-0.1%	11%	-0.4	26	1%	i	40
CCc1nccn1S(=O)(=O)c1cc(OC)ccc1OC	10%	-12%[20 µM]	12%	-0.1%	-0.9%	2%	-0.2	62	-2%	i	49
Cc1c(OCC(=O)NCc2cccnc2)ccc2c3c(c(=O)oc12)CCC3	-2.6%	-25%	-7%	-0.1%	-0.5%	3%	2.9	50	0%	i	50
O=C(CSc1nc2ccccc2c(=O)[nH]1)N1CCOCC1	0.9%	19%	-4%	0.3%	1.2%	-5%	-0.6	53	-2%	i	29
COc1cc(NC(=O)c2ccccc2Cl)c(OC)cc1NC(=O)CN1CCOCC1	-3.4%	22%	4%	-0.2%	0.3%	3%	1.8	38	-13%	i	10
CN(C)C(=O)Oc1cccc([N+](C)(C)C)c1	-1.8%	-10%	11%&9%	-0.2%&0.6%	0.0%	-6%&17%	-2.2&0.7	59&58	1%&-5%	i	8&67
CCOc1ccc2[nH]c(=O)c(CN(CCO)C(=O)CC)cc2c1	-6.4%	16%	11%	0.3%	0.3%	4%	-0.5	41	1%	i	7
COc1ccc(OC)c(C(=O)NC(CC(N)=O)c2ccc(N3CCCCCC3)c([N+](=O)[O-])c2)c1 (stereo unspecified)	-1.0%	-3%[20 µM]	1%	-0.3%	-0.8%	-2%	0.7	50	-6%	i	28
Cc1c(Cl)c([N+](=O)[O-])nn1CC(=O)Nc1ccc2c(c1)OCO2	8.1%	26%	-1%	-0.3%	-0.9%	-16%	0.0	62	15%	i	57
COc1ccc(OC)c(NC(=O)Nc2cc(C(=O)O)ccc2C)c1	1.6%	4%	4%	-0.6%	0.0%	-10%	0.8	88	-15%	i	31
Cc1[nH]nc2c1C(c1ccccc1F)NC2=O (stereo unspecified)	-8.6%	24%	-8%	-0.2%	0.2%	8%	-1.1	96	2%	i	33
CC(NC(=O)c1cccc(N2CCCC2=O)c1)c1ccc2c(c1)OCCO2 (stereo unspecified)	-3.6%	32%	-3%	0.2%	0.0%	-16%	1.4	37	-2%	i	40

Outcome played no part in choosing rows; 0.62% or so of the library scored in one or more.
